PLK1 PBD inh: inhibitors of human PLK1 polo-box domain binding; Plk1 PBD binding of FITC phosphopeptide, fluorescence polarization; actives 2.8% (n = 360,000); P53350; Potency, µM, for inactives: max response, negative = inhibition, actives largely listed as inhibitors; also: potency is read from the fitted curve at half-maximal effect; series mostly up to about 57 µM; % is scaled to controls: 0 for no effect and ±100 for the full control effect; nearly all actives have a fitted effect of over 65% in size
Target sequence (P53350 whole entry, looked up, the tested form may be a part): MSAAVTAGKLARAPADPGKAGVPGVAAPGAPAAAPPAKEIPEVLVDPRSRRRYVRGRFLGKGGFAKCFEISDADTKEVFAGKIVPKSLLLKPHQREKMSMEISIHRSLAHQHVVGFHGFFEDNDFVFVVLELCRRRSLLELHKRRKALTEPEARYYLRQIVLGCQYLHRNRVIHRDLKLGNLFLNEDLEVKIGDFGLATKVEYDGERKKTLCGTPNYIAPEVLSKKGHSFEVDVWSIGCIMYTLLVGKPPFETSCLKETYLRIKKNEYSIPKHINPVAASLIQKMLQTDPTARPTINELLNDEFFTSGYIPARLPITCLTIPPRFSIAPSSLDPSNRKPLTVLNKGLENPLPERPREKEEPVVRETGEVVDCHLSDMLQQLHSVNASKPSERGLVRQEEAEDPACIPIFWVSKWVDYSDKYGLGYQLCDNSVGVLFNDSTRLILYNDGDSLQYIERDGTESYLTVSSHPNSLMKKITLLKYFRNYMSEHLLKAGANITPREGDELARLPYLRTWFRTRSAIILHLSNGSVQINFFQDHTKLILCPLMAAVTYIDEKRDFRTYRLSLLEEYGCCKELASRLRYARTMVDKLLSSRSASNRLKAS
EPAC1 ag: agonists of human EPAC1. actives 0.073% (n = 360,000). EPAC1 agonist qHTS, biochemical assay; response scale: 100% = response to 6.5 mM cAMP. Potency, µM (doses to about 154 µM), for inactives: at the top dose activation, actives largely listed as activators. O95398; also: potency is read from the fitted curve at half-maximal effect; nearly all actives have a fitted effect of over 60% in size
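Normalized to 6.5 mM cAMP, activity reflects EPAC1-catalysed release of BODIPY-GDP from Rap1B, followed kinetically over 30 min at 480 nm excitation, 540 nm emission. Reaction contained 100 nM EPAC1, 250 nM Rap1B-BODIPY-GDP, 50 uM GDP.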
IL-2 act: activates IL-2 in a cell-based reporter assay; IL-2 activation reporter assay, cell-based qHTS; stimulated with anti-CD3/CD4/CD28 beads; in transgenic mouse T cells; actives 0.065% (n = 360,000); AID 652025; activation, % (series mostly up to about 46 µM); in the data active = activation above about 50%; inconclusive = mostly about 30% to 49%; also: 0% is about no effect
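EGFP and DsRed fluorescence is measured by plate cytometry in unstimulated transgenic mouse T cells exposed to compound for 60 minutes, then stimulated 18 hours at 37 degrees C with anti-CD3/anti-CD4 beads plus anti-CD28.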
Abeta yeast res: compounds reversing amyloid beta toxicity in yeast | Potency, µM (highest dose often 46.1 µM), for the others: top-dose growth rescue, usual class: activators | yeast expressing A-beta42, growth rescue, OD600, 48 h; response scale: 0% DMSO, 100% iron-clioquinol control | actives 0.063% (n = 410,000); also: potency is read from the fitted curve at half-maximal effect; nearly all actives have a fitted effect of over 55% in size
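Growth rescue measured by 600 nm absorbance after 48 h yeast culture at 30 C with compound. Values normalized between DMSO and an equimolar ferric chloride plus clioquinol control.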
WRN helicase inh: WRN helicase (human) inhibition; WRN helicase unwinding, fluorescent forked duplex, kinetic; Potency, µM (titrated, usually from 114 µM), for inactives: at the top dose activity change, negative = inhibition, usual class: inhibitors; actives 0.46% (n = 360,000); also: potency is read from the fitted curve at half-maximal effect; % is scaled to controls: 0 for no effect and ±100 for the full control effect; nearly all actives have a fitted effect of over 55% in size
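Primary qHTS, 1536-well format. 20 nM WRN + compound, 15 min RT; start with 100 nM forked fluorophore/quencher duplex, 2 mM ATP (final); kinetic read ex 525/em 598 nm.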
EPAC1 antagonist: EPAC1 (human) antagonism | AID 720709 | O95398 | actives 0.14% (n = 360,000) | EPAC1 GEF assay, Rap1b-BODIPY-GDP exchange fluorescence | Potency, µM (doses to about 115 µM), inactives show top-dose activity change, negative = inhibition, hits mostly inhibitors;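 also: potency is read from the fitted curve at half-maximal effect; plate controls were vehicle for no effect and positive control for full effect; nearly all actives have a fitted effect of over 50% in size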
FUS yeast rescue: suppressors of FUS proteinopathy in yeast | S. cerevisiae FUS-expressing, growth rescue, OD600, 24 h | Potency, µM (top dose mostly 76.6 µM), for inactives: top-dose growth rescue (activation), most hits filed as activators | actives 0.24% (n = 390,000) | AID 1347120;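 also: potency is read from the fitted curve at half-maximal effect; plate controls were DMSO vehicle for no effect and reference control for full effect; nearly all actives have a fitted effect of over 55% in size; some results filed as inactive show a strong effect at the top dose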
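S. cerevisiae expressing FUS from galactose induction served as the toxicity model. Growth after 24hr at 30C, read as absorbance at 600 nm, indicates suppression of toxicity; compounds dosed at several concentrations.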
aSyn yeast inh: alpha-synuclein toxicity inhibition in yeast | Potency, µM (highest dose often 46.1 µM), for the others: at the top dose growth rescue (activation), most hits filed as activators | AID 652106 | actives 0.14% (n = 370,000) | Yeast expressing alpha-synuclein, growth rescue, BacTiter-Glo, 24 h; also: potency is read from the fitted curve at half-maximal effect; % of control where 0% means no effect; nearly all actives have a fitted effect of over 65% in size
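Readout is rescue of growth in alpha-synuclein-expressing yeast, so inhibitors of toxicity appear as activators. Growth after 24 hr at 30 deg C in galactose medium is quantified by luminescence.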
PI5P4K alpha inh: inhibitors of human PI5P4K alpha; P48426; PI5P4Kalpha enzyme, ADP-Glo luminescence, 60 min; stronger effect = lower value; max response, %; actives 1.2% (n = 330,000); AID 652105; active = max response of -50% or lower; inconclusive = between -30% and -50%; inactive = -30% or higher; also: value at the top dose of about 77 µM; % is scaled to controls: 0 for no effect and ±100 for the full control effect
Target sequence (P48426 whole entry, looked up): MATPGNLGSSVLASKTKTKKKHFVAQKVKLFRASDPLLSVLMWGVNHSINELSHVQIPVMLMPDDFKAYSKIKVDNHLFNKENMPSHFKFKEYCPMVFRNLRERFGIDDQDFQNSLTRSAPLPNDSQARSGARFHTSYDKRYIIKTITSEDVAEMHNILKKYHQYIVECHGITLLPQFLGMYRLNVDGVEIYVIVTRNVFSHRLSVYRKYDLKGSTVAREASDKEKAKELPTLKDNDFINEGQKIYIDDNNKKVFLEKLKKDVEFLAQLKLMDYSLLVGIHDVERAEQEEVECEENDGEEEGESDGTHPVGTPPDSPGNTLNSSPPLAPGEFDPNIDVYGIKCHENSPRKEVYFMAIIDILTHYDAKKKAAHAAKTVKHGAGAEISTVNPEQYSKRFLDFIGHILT
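Controls without substrate or without enzyme flank wells where PI5P4Kalpha converts substrate using 5 microM ATP (final). Incubation lasts 60 minutes at room temperature; ADP formed is read by ADP-Glo luminescence.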
* hit, by the source's call; ? = inconclusive; . = no result given; [ ] = another dose, or the depositor's remark. Unless noted, calls follow the shape of the dose curve; as a rule, active = well fitted curve in the direction sought with a large enough effect; inconclusive = small, poorly fitted or top-dose-only effect, or another doubt; inactive = no such curve, though single readings can be large; an effect the other way counts as inactive or inconclusive.

nr	SMILES	PLK1 PBD inh	EPAC1 ag	IL-2 act	Abeta yeast res	WRN helicase inh	EPAC1 antagonist	FUS yeast rescue	aSyn yeast inh	PI5P4K alpha inh
1	CN(C)Cc1c[nH]c2ccc([N+](=O)[O-])cc12	-1%	0%	1.0	0%	0%	-2%	2%	-6%	2
2	CC12CCC3C(CC=C4CC(O)CCC43C)C1C/C(=C\c1cccc(F)c1)C2=O (configuration not stated)	1%	4%	0.5	-18%	-16%	10%	9%	-1%	-4
3	CC(=NCc1cccnc1)c1c(O)n(Cc2ccccc2)c(=O)[nH]c1=O	-9%	5%	1.2	-9%	9%	0%	20%	-3%	.
4	CCC(N)Cc1c[nH]c2ccccc12 (configuration not stated)	1%	1%	-2.0	12%	6%	-5%	-30%	9%	13
5	OC(CN1CCC(c2c[nH]c3ccccc23)CC1)C(F)(F)F (configuration not stated)	-3%	-3%	0.2	-2%	4%	6%	-17%	7%	-8
6	CCn1ccnc1CN1CCCC(C(=O)c2cc(F)ccc2OC)C1 (configuration not stated)	-9%	11%	-0.7	-19%	-1%	-6%	14%	0%	1
7	Fc1ccc(C2=CCN(C(c3ccc(Cl)cc3)c3nnnn3Cc3ccccc3)CC2)cc1 (configuration not stated)	-5%	3%	-2.5	?	-8%	9%	15%	1%	8
8	Cc1nc2ccccc2c(=O)n1-c1ccc([N+](=O)[O-])cc1	-12%	-11%	-1.8	0%	16%	-22%	0%	-1%	-9
9	COc1cccc(-n2c(O)c(C=NCc3ccc4c(c3)OCO4)c(=O)[nH]c2=O)c1	-9%	2%	-1.9	1%	-3%	3%	29%	-4%	.
10	CCC(=NCc1ccco1)c1c(O)n(-c2ccccc2C)c(=O)[nH]c1=O	-7%	2%	-0.7	-4%	-9%	23%	29%	-10%	-5

An excerpt of the results above:
nr	SMILES	PLK1 PBD inh	EPAC1 ag	IL-2 act	Abeta yeast res	WRN helicase inh	EPAC1 antagonist	FUS yeast rescue	aSyn yeast inh	PI5P4K alpha inh
1	CN(C)Cc1c[nH]c2ccc([N+](=O)[O-])cc12	-1%	0%	1.0	0%	0%	-2%	2%	-6%	2
2	CC12CCC3C(CC=C4CC(O)CCC43C)C1C/C(=C\c1cccc(F)c1)C2=O (configuration not stated)	1%	4%	0.5	-18%	-16%	10%	9%	-1%	-4
3	CC(=NCc1cccnc1)c1c(O)n(Cc2ccccc2)c(=O)[nH]c1=O	-9%	5%	1.2	-9%	9%	0%	20%	-3%	.

Later entries
nr	SMILES	PLK1 PBD inh	EPAC1 ag	IL-2 act	Abeta yeast res	WRN helicase inh	EPAC1 antagonist	FUS yeast rescue	aSyn yeast inh	PI5P4K alpha inh
11	CC1(C)CN=C(Nc2ccc(F)c(Cl)c2)S1	0%	-1%	-0.5	11%	0%	-9%	-1%	1%	1
12	COc1ccc(CNC(C)Cc2cccs2)cc1 (configuration not stated)	-5%	8%	-0.4	0%	1%	-16%	-4%	8%	1
13	CC12CN3CC(C)(CN(C1)C31CCOCC1)C2=O	-6%	10%	2.3	4%	-1%	0%	2%	-1%	10
14	COC(=O)C1=C(c2cccc(C#N)c2)C[C@@H]2CC[C@H]1N2C(=O)N1CCC(C)CC1	-12%	-22%	-1.7	1%	-7%	-17%	?	1%	3
15	c1ccc(C2N3CCCN23)cc1 (configuration not stated)	2%	1%	-1.0	12%	-4%[57.1 µM]	3%	-26%	3%	6
16	COc1cccc(C(c2nnnn2-c2ccc3c(c2)OCCO3)N2CCC(n3c(=O)[nH]c4ccccc43)CC2)c1OC (configuration not stated)	-3%	7%	-0.6	-10%	-3%	-29%	32%	-4%	3
17	COC(=O)C1=C(c2cc3ccccc3s2)C[C@@H]2CC[C@H]1N2C(=O)NC1CCCCC1	-4%	-17%	-3.9	-46%[inhibitor]	-11%	-11%	?	3%	8
18	CN(C)C(=O)Oc1ccc(OC(=O)c2ccccc2)cc1	-9%	-6%	1.0	-26%	-3%	4%	-2%	-7%	.
19	COc1ccccc1CCNC1CCC(C(C)(C)C)CC1 (configuration not stated)	-2%	7%	-1.7	3%	-9%	-9%	-12%	2%	.
20	Cc1cc(S(=O)(=O)NC(C)C)ccc1OCC(=O)N1CCN(Cc2ccc3c(c2)OCO3)CC1	-16%	10%	-1.9	-2%	-8%	-14%	50%	-2%	.
21	CN(C)C(Cc1ccc(C#N)cc1)C(=O)c1ccccc1 (configuration not stated)	0%	-4%	0.3	-13%	7%	?	32%	5%	-6
22	Cc1cc(=O)oc2c(C)c(OCC(=O)N3CCN(Cc4ccc5c(c4)OCO5)CC3)ccc12	-7%	0%	2.1	-1%	-1%	-5%	5%	-1%	-3
23	CCOc1cc2c(cc1OCC)-n1cccc1C(c1cccc(F)c1F)NC2 (configuration not stated)	-2%	7%	-0.7	20%	-8%	-12%	6%	-1%	3
24	COc1cccc2c1N=C1CCCC3CN(C(C)=O)CCC123 (configuration not stated)	6%	8%	-0.1	13%	0%	-4%	-23%	4%	2
25	CCCC12CN3CN(C1)CC(CCC)(C3)C2O (configuration not stated)	-13%	-8%	-2.1	0%	8%	1%	-23%	-6%	-5
26	CCN1C(=O)CC(=O)N(CC)C1=S	?	1%	-1.8	10%	?	5%	-5%	4%	-55*
27	COC(=O)C1=C(c2cc3ccccc3s2)C[C@@H]2CC[C@H]1N2C(=O)N1CCOCC1	-7%	-7%	-0.6	-13%	10%	-12%	30%	3%	12
28	COC(=O)C1=C(c2cc3ccccc3s2)C[C@@H]2CC[C@H]1N2C	-4%	6%	0.4	-12%	-4%	-15%	-19%	0%	3
29	Nc1c2c(nc3sc4c(c13)CCCC4)CCCC2	-1%	-8%	-2.4	-41%[inhibitor]	-5%	?	16%	-11%	4
30	C=CCn1c(O)c(C(CC)=NC(C)c2ccccc2)c(=O)[nH]c1=O (configuration not stated)	2%	5%	-1.6	6%	1%	6%	12%	-10%	-8
31	N[C@@H]1C[C@H]1c1ccccc1	-17%	-20%	-0.3	-22%	-8%	-6%	-17%	-1%	6
32	c1ccc2c(CNC3CCCCCC3)c[nH]c2c1	-3%	-5%	-4.0	-10%	-20%	10%	?	3%	.
33	O=C(COC(=O)Cc1ccccc1)Nc1cc(S(=O)(=O)N2CCOCC2)ccc1N1CCCC1	-3%	4%	-1.8	6%	-14%[57.1 µM]	-11%	11%	2%	-6
34	CC1(O)CCC2C3CCC4=CC(=O)CCC4(C)C34OC4CC21C (configuration not stated)	-3%	-5%	0.1	2%	1%	6%	-30%	10%	4
35	Cc1cc(=O)[nH]c(CCl)n1	-9%	-5%	0.7	-28%	-10%	9%	8%	-3%	-14
36	CC(=O)OC(C)(C)/C=C/C(=O)[C@](C)(O)[C@H]1[C@H](O)C[C@@]2(C)[C@@H]3CC=C4[C@H](C[C@H](O)C(=O)C4(C)C)[C@]3(C)C(=O)C[C@]12C	-18%	-8%	-0.1	-16%	3%	-15%	5%	2%	-4
37	CCOC(=O)C1CCN(/C=C2/C(=O)NC(=O)N(Cc3ccco3)C2=O)CC1	?	1%	0.5	11%	?	14%	5%	0%	-73*
38	Fc1ccccc1CNCCc1c[nH]c2ccccc12	-8%	12%	0.6	-13%	-2%	-8%	7%	2%	0
39	Cc1ccc(NC(=O)CN2C(=O)CN=C(c3ccccc3)c3cc(Cl)ccc32)cc1	-15%	9%	-3.8	-7%	-2%	-18%	?	?	4
40	Nc1ccc([N+](=O)[O-])cc1	-16%	-20%	-0.3	-16%	8%	-2%	-45%	-2%	1

The last three entries of the section before are carried over, then new ones follow.
nr	SMILES	PLK1 PBD inh	EPAC1 ag	IL-2 act	Abeta yeast res	WRN helicase inh	EPAC1 antagonist	FUS yeast rescue	aSyn yeast inh	PI5P4K alpha inh
38	Fc1ccccc1CNCCc1c[nH]c2ccccc12	-8%	12%	0.6	-13%	-2%	-8%	7%	2%	0
39	Cc1ccc(NC(=O)CN2C(=O)CN=C(c3ccccc3)c3cc(Cl)ccc32)cc1	-15%	9%	-3.8	-7%	-2%	-18%	?	?	4
40	Nc1ccc([N+](=O)[O-])cc1	-16%	-20%	-0.3	-16%	8%	-2%	-45%	-2%	1
41	CCCCn1c(O)c(/C=N/NC(=O)c2ccncc2)c(=O)[nH]c1=O	5%	5%	-3.7	-34%[inhibitor]	-19%	-7%	10%	-2%	-65*
42	O=C1/C(=C\c2ccncc2)N2CCC1CC2	-4%	-9%	1.0	-16%	0%	7%	15%	1%	-4
43	COc1ccc(OC)c(N2Cc3ccccc3C2=N)c1	-21%	3%	-0.7	-16%	14%	13%	5%	-7%	1
44	O=C(N/N=C/c1c(O)n(C2CC2)c(=S)[nH]c1=O)c1ccccc1Cl	-6%	0%	-3.7	-16%	-20%	2%	-11%	5%	?
45	Cn1c(O)c(C=NC2C(=O)C3(C)CCC2C3(C)C)c(=O)n(C)c1=O (configuration not stated)	-6%	-3%	0.5	3%	-20%	-7%	-6%	-1%	0
46	CC(C)CN1CCN(Cc2ccc(C(F)(F)F)cc2)CC1CCO (configuration not stated)	4%	-11%	-5.1	-2%	1%	12%	-2%	1%	2
47	CCCC(=O)NC(Oc1ccc(C(C)=O)cc1)C(Cl)(Cl)Cl (configuration not stated)	?	0%	0.8	-4%	9%	5%	4%	-6%	-1
48	CC(=O)OC1N=C(c2ccccc2)c2ccccc2NC1=O (configuration not stated)	3%	-4%	-0.7	2%	-4%	13%	17%	-7%	.

Source: PubChem (National Center for Advancing Translational Sciences (NCATS))

A portion of the library; count on the stated rates, not on these rows.
